Efflux pump inh = inhibitors of Candida antifungal efflux pumps expressed in yeast. S. cerevisiae Candida pump triplex, Nile Red efflux. inhibition, % at 10 µM. hit rate 0.44% among 330,000. AID 485275;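 active means plate passing quality check with inhibition over a set limit, or well fluorescence over plate mean plus 4 SD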;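 further: Nile Red retained in pooled yeast measured as flow cytometry median fluorescence; 0% = buffer negative control and 100% = Enniatin B positive control; higher means more Nile Red kept so more efflux inhibition; some compounds called inactive have numbers as strong as hits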
ZTA counter = counter-screen for EBNA-1 inhibitors: inhibitors of Epstein-Barr virus ZTA; AID 2234; hit rate 0.15% among 320,000; P03206; ZTA-DNA binding, fluorescence polarization; inhibition, % at 11 µM; in the data active means inhibition above about 33%
TPT1 inh = C. albicans TPT1 enzyme inhibition; inhibition, % at 5 µM; AID 1962; hit rate 0.81% among 300,000; recombinant caTPT1, FP RNA substrate dephosphorylation;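 active means inhibition above the mean of all tested compounds plus 3 SD, set per screening campaign, cut at about 24% in these data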;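 further: plate controls were DMSO alone for no effect and ferristatin control at 100 nM for full effect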
PP1 counter = blocks human PP1-alpha phosphatase, a PP5 counter-screen; hit rate 0.9% among 320,000; purified PP1alpha, OMFP fluorescence; P62136; inhibition, % at 6.7 µM;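 active means inhibition above the mean inhibition of all tested compounds plus 3 SD, computed separately for each screening campaign, cut at about 15% in these data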
Target sequence (P62136 whole entry, looked up): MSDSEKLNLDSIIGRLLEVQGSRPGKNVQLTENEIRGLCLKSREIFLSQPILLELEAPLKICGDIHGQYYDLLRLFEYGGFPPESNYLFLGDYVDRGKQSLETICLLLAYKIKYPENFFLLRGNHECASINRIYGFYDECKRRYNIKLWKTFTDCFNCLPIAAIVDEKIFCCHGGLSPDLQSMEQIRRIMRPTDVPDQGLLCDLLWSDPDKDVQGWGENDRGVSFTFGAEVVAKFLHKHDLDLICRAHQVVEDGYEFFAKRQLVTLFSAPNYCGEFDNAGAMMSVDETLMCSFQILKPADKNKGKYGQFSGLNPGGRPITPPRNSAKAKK
CTSL1 counter = cathepsin L1 inhibition, PFM18AAP counter-screen. inhibition, % at 5.96 µM. hit rate 0.49% among 300,000. AID 1906. recombinant F. hepatica cathepsin L1, Z-Leu-Arg-MCA fluorescence;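 active means inhibition above the mean of all tested compounds plus 3 SD, set per screening campaign, cut at about 17% in these data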;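 further: 0% = plate median of test compound wells and 100% = 1 µM Z-Phe-Ala-diazomethylketone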
HCV core dimer = blocks dimerization of HCV core protein; AID 1899; TR-FRET GST/Flag-core106 dimerization, 1536-well; inhibition, % at 5 µM; hit rate 0.33% among 300,000;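 active means inhibition above the mean of all tested compounds plus 3 SD, set per screening campaign, cut at about 45% in these data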
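System – GST-tagged and Flag-tagged HCV core protein residues 1-106 · Repeats – one well for each compound · Technique – TR-FRET 671 and 617 nm emission · Doses – one concentration, 5 µM, in 0.5% DMSO · Times – 4 h, 22.5 °C incubation · Also added – Eu donor and XL665 acceptor anti-tag antibodies · Measure – percent inhibition of core106 dimerization signal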
PP5 inh = inhibitors of human protein phosphatase 5 (PP5); purified PP5c, OMFP substrate fluorescence; inhibition, % at 6.7 µM; hit rate 0.18% among 320,000; AID 1987;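 active means inhibition above the campaign's mean inhibition across all tested compounds plus 3 SD, cut at about 9.5% in these data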;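 further: 0% = DMSO only and 100% = 100 µM cantharidin control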
PREPL inhibitor = human PREPL enzyme inhibition. hit rate 0.68% among 320,000. inhibition, % at 5.96 µM. AID 2751. Q4J6C6. recombinant PREPL, fluorescence polarization activity-based probe; in the data active means inhibition above about 43%;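 further: 0% = enzyme with DMSO and 100% = wells lacking enzyme; many of its hits are not listed in these tables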
Target sequence (Q4J6C6 whole entry, looked up): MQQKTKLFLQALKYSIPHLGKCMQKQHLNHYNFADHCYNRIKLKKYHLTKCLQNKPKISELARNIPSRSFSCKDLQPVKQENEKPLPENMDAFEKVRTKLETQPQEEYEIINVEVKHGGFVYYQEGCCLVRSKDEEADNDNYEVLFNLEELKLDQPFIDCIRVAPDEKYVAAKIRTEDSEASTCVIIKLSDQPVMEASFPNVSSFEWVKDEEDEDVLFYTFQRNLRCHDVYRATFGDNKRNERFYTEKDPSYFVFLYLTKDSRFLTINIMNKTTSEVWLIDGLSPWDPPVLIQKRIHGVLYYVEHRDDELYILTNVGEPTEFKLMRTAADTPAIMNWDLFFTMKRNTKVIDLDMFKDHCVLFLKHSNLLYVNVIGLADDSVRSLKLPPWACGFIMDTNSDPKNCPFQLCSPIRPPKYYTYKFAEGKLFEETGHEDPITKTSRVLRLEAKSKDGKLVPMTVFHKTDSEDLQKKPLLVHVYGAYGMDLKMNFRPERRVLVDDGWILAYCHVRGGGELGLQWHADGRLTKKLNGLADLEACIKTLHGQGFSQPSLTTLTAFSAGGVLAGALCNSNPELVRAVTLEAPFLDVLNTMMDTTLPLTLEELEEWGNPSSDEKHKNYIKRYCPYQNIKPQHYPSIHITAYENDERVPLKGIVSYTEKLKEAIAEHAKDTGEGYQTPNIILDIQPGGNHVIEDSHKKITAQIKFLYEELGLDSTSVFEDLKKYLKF
EBNA-1 inhibitor = blocks EBNA-1 binding to DNA | EBNA-1 DNA binding, fluorescence polarization | hit rate 0.34% among 300,000 | inhibition, % at 14.8 µM; in the data active means inhibition above about 28%
* hit, by the source's call; nt = no result given. An excerpt (hit frequency here may not be typical).

SMILES	Efflux pump inh	ZTA counter	TPT1 inh	PP1 counter	CTSL1 counter	HCV core dimer	PP5 inh	PREPL inhibitor	EBNA-1 inhibitor
COc1ccc(NC(=O)CN(C)S(=O)(=O)c2cccc3nsnc23)cc1OC	0.0	-9	-1	1	0	-2	2.1	0	0
COc1cc(Cc2ccc(N)c(OC)c2)ccc1N	0.0	5	1	2	-1	-6	4.0	9	2
CC1(C)N=C(/C=N/O)CN1O	-0.2	-14	-2	1	-1	-4	0.9	3	2
CCOC(=O)N1CCC(=NNC(=O)Cn2ccc(C(F)(F)F)n2)CC1	-0.1	-5	2	-1	-1	-2	1.3	-4	-10
CCOC(=O)COc1ccccc1/C=N/O	0.0	7	1	3	-3	1	-0.8	1	5
COc1ccc(CNC(=O)c2ccc(S(=O)(=O)NCc3ccco3)cc2)cc1	0.1	3	nt	3	nt	nt	2.1	15	nt
COc1ccc(N=c2oc3cc(O)ccc3cc2C(=O)NCC2CCCO2)cc1 (centres undefined)	-0.1	2	1	2	2	-7	0.4	9	5
O=C(NNc1c2ccccc2nc2ccccc12)C12CC3CC(CC(C3)C1)C2	0.0	6	1	-3	-1	-2	-0.2	0	9
Cc1nn(CC(=O)Nc2ccc3c(c2)CCC3)c(C)c1[N+](=O)[O-]	-0.1	13	nt	1	nt	nt	-2.2	8	nt
CC(C)CNC1=CC(=O)CC(c2ccco2)C1 (centres undefined)	0.1	-5	2	-1	-3	23	3.9	10	-4
COc1ccc(CCN2CC(C(=O)NCc3ccc(F)cc3)CC2=O)cc1OC (centres undefined)	0.1	-10	2	-2	4	5	-2.4	9	-3
Cn1cc(SCC(=O)NCCc2ccccc2)c2ccccc21	0.0	-8	-1	0	1	1	-2.1	8	-1
CCCc1nc(N)sc1C(=O)OCC	-0.1	-11	0	-3	3	-20	0.3	4	1
Cc1cccc2c1-c1sc(C(=O)Nc3cccnc3)cc1CO2	-0.1	-3	-4	4	0	0	3.4	-6	-1
COc1cc(OC)nc(/N=C/NO)n1	-0.1	-6	0	0	3	-1	1.5	7	-9
Cc1cccc(NC(=O)Cc2ccc(NC3=NC4CS(=O)(=O)CC4S3)cc2)c1 (centres undefined)	0.0	-4	-3	0	0	-1	0.2	1	0
Cc1cc(C)n(-c2ccc(C(=O)OCC(=O)N(CC(C)C)C3CCS(=O)(=O)C3)cc2)n1 (centres undefined)	-0.1	-1	-2	-2	2	0	2.4	8	3
O=C(NCc1ccc2c(c1)OCO2)Nc1ccc2nsnc2c1	0.0	-14	-5	-3	-3	-9	1.7	-11	-2
Cc1ccc(/C=N/NC(=O)C2=NNC(c3ccccc3)(c3ccccc3)C2)c(O)c1	0.0	-4	-3	0	3	27	1.0	13	1
O=C(CNS(=O)(=O)c1ccc(Br)s1)NCC1COc2ccccc2O1 (centres undefined)	-0.1	-12	0	-3	-3	-4	4.6	-26	-4
CCOC(=O)c1ccccc1NC1c2ccccc2C(=O)N1c1ccc(C)cn1 (centres undefined)	0.0	-5	0	-3	-1	-2	-0.2	-15	0
CCN1C(=NCc2ccc(OC)cc2)N[C@@H](c2ccccc2)C(C(=O)OC)=C1C	0.1	3	-2	1	-3	5	1.0	13	8
O=C(/C=C/c1ccco1)N1CCc2ccccc21	0.9	-4	6	-4	6	5	-1.2	6	-17
N#Cc1ccccc1NC(=O)c1ccc2c(c1)OCO2	0.0	-9	-3	0	-2	-11	-3.3	4	7
COc1cccc(/C=N/n2c(N)nc3ccccc32)c1OC	0.0	10	0	0	3	-1	0.8	14	-1
CNC(=S)N(Cc1ccccc1)Cc1cccnc1	0.0	6	-1	2	4	1	-0.3	-4	1
COc1ccc(Oc2c(-c3ccc(O)cc3O)n[nH]c2C)cc1	0.0	4	0	2	0	1	3.3	0	9
O=C(ONC1=NCCCCC1)c1ccc([N+](=O)[O-])cc1	0.0	-11	1	-4	-9	4	1.7	0	-11
CCCn1c(O)c(/C=C2\C=NN=C2c2ccccc2)sc1=S	0.0	-13	-1	0	7	-5	2.5	7	1
Cc1cccc(C)c1NC(=O)CSc1cc(C(=O)c2nccn2C)c2ccccc2n1	0.4	-6	1	-2	3	1	0.8	4	-13

Single records, as listed above.
CCCn1c(O)c(/C=C2\C=NN=C2c2ccccc2)sc1=S in the list: Efflux pump inh = 0.0; ZTA counter = -13; TPT1 inh = -1; PP1 counter = 0; CTSL1 counter = 7; HCV core dimer = -5; PP5 inh = 2.5; PREPL inhibitor = 7; EBNA-1 inhibitor = 1
CCOC(=O)c1ccccc1NC1c2ccccc2C(=O)N1c1ccc(C)cn1 (centres undefined) in the list: Efflux pump inh = 0.0; ZTA counter = -5; TPT1 inh = 0; PP1 counter = -3; CTSL1 counter = -1; HCV core dimer = -2; PP5 inh = -0.2; PREPL inhibitor = -15; EBNA-1 inhibitor = 0

Further compounds follow:
SMILES	Efflux pump inh	ZTA counter	TPT1 inh	PP1 counter	CTSL1 counter	HCV core dimer	PP5 inh	PREPL inhibitor	EBNA-1 inhibitor
CC(=O)C(=Nc1cccc(Cl)c1)NNc1ccccc1C	-0.1	0	-2	1	3	4	1.5	5	-3
Cc1oc(-c2ccccc2)cc1C(=O)Nc1ccc2ccccc2c1	-0.1	-8	-4	-4	0	-1	2.3	-3	3
COC(=O)c1cc(NC(=O)CC2C(=O)NCCN2C(=O)c2ccc(F)cc2)cc(C(=O)OC)c1 (centres undefined)	0.0	3	0	-1	-4	0	1.4	4	6
CC(C)NC(=O)CSc1nc2ccccc2n1CC(=O)N1CCc2ccccc21	0.1	1	0	1	3	3	0.8	12	5
COc1ccccc1-c1noc(COC(=O)c2ccc(Br)o2)n1	0.0	0	nt	-2	nt	nt	7.5	-5	nt
Cc1nn(C)cc1S(=O)(=O)NCc1ccc2c(c1)OCO2	0.1	6	0	-3	-1	10	-1.3	-1	0
COc1ccc(N=CC2=C(O)CC(C)(C)CC2=O)cc1	0.2	7	-5	-2	2	-4	1.1	1	-5
CCOC(=O)C1=C(N)n2c(s/c(=C\c3ccco3)c2=O)=C(C(=O)OC(C)C)C1c1ccco1 (centres undefined)	0.4	-1	2	-4	2	3	-0.4	6	-7
Cc1nc2ccccc2n1CC(=O)N1CC(=O)Nc2ccccc21	0.0	-6	-1	0	1	-7	0.5	4	2
O=C(CCCn1c(=S)[nH]c2cc3c(cc2c1=O)OCO3)NCc1ccccc1Cl	0.1	1	1	2	0	5	-3.0	-3	0
Nc1c(Cl)c(Cl)nc(C(=O)N/N=C/c2cccnc2)c1Cl	-0.1	-14	-1	-3	8	-6	-0.7	7	-11
COc1ccc(C(=O)c2ccc(Br)cc2)cc1	-0.1	-8	-3	-3	-2	0	0.7	0	-3
CCOC(=O)c1cccc(NC(=O)C2CCC(CNc3c(N4CCOCC4)c(=O)c3=O)CC2)c1 (centres undefined)	0.4	-1	2	-3	3	4	2.0	13	0
CCCc1nnc(SCC(=O)Nc2cccc(Cl)c2Cl)o1	0.1	8	3	-2	-2	-6	-0.5	3	11
CN(C)c1nc(-c2ccc([N+](=O)[O-])cc2)cs1	0.0	10	6	-1	4	-5	1.5	9	1
CCN1C(=O)C(CC(=O)Nc2cccc(C(C)=O)c2)S/C1=N\c1ccccn1 (centres undefined)	-7.1	-5	-6	-1	-3	-4	-0.6	-7	-8
Nc1nc(SCc2ccccc2Cl)[nH]c(=O)c1-c1ccccc1	-0.1	-25	-8	2	-1	1	3.9	17	9
CCNC(=S)N1CCN(c2ccccn2)CC1	0.0	5	2	-1	2	5	1.2	1	7
COCCN1CCc2[nH]c(=S)[nH]c(=O)c2C1	-0.2	-10	0	-4	0	-6	0.2	1	4
O=c1oc2cc(Br)ccc2n1Cc1ccccc1	0.0	2	-2	2	-5	0	0.5	-13	11
CCC(=O)c1cn(CC(=O)NCC2CCCO2)c2ccccc12 (centres undefined)	0.0	2	-7	-6	0	0	1.6	-1	3
CCCN1Cc2cccc(C(=O)NCc3cccs3)c2C1=O	0.0	-14	-1	-5	18*	-8	2.3	6	2
Cc1nn(Cc2ccccc2)c(Cl)c1C(=O)OC1CCOC1=O (centres undefined)	0.0	3	-6	-2	-4	1	-0.1	-3	6
CC(C)[C@H](N)C(=O)NC[C@H]1CC[C@H](C(=O)N[C@@H](Cc2ccccc2)C(=O)O)CC1	-0.2	-16	-5	7	4	-15	1.9	5	-8
O=C(O)CC(c1ccc(C(F)(F)F)cc1)N1Cc2ccccc2C1=O (centres undefined)	0.0	0	-7	0	5	-10	-0.1	4	1
O=S(=O)(c1cccc(C(F)(F)F)c1)N1CCN(c2nnnn2-c2ccccc2)CC1	0.2	8	-1	0	-2	1	2.7	16	-15
CCC(C)C(NC(=O)OC(C)(C)C)C(=O)NCc1ccco1 (centres undefined)	-0.2	1	3	-1	20*	2	-1.8	1	2
CSc1ccc(/C=N/n2c(Cc3ccc(Br)cc3)n[nH]c2=S)cc1	0.0	5	2	8	1	13	1.5	-20	-3
Cc1cccc(NC(=O)CSCC(=O)Nc2cc(S(=O)(=O)N3CCOCC3)ccc2OC(C)C)c1	-0.1	-5	-2	-1	-1	6	-0.9	11	8
N/C(=N\OC(=O)c1cc(-c2ccccc2)nc2ccccc12)c1ccncc1	0.0	1	-2	-6	-28	3	0.9	5	1
NNC(=O)c1cc(Br)cs1	-0.1	-15	-4	0	2	-8	2.0	10	-11
Cc1ccc(C)c(N2CCN(C(=O)Cn3c(=O)[nH]c4ccsc4c3=O)CC2)c1	-0.3	6	-1	-4	1	13	1.8	12	8
O=C(CSc1nnc(-c2ccncc2)s1)Nc1ccccc1	0.2	7	-1	3	-2	3	0.3	-27	0
CC1(C)NC(C)(C)c2nonc2/C1=N\O	-0.1	-2	-3	-2	0	-5	-0.2	2	2
Cc1nc(Nc2ccccc2)sc1C	0.1	21	1	-3	-4	5	-1.6	9	14
Cc1ccc(N=Cc2c(O)n(-c3nccs3)c(=O)c3ccccc23)cc1	0.7	-7	1	2	0	7	3.6	34	-10
Cn1c(=O)c2c(nc(N3CCCCC3)n2CCSc2nc3ccccc3s2)n(C)c1=O	0.3	3	1	-4	-6	1	0.5	32	-4
COc1cc(OC)cc(C(=O)N[C@H](C(=O)OCC(=O)NC(=O)c2cccn2C)C(C)C)c1	-0.1	3	-6	5	-19	17	-0.1	30	10
CC(C)CN(CC(C)C)C(=O)c1cc2c(=O)n3ccccc3nc2s1	0.0	-18	-5	-1	5	-9	0.0	14	-5
COc1cc(OC)cc(C(=O)Nc2ccc(S(=O)(=O)N3CCOCC3)cc2)c1	0.1	-6	0	-1	-3	8	1.1	-5	2
Cc1n[nH]c(C)c1S(=O)(=O)N1CCN(C(=O)c2ccco2)CC1	0.0	-12	1	-4	2	-8	2.2	9	-1
COc1ccc(CNC(=O)C(CC(C)C)NC(=O)c2ccccc2C)cc1 (centres undefined)	0.3	4	1	2	10	-4	-2.3	-1	-9
Cc1occc1C(=O)NNC1=CC(=O)CC(C)(C)C1	0.0	-1	-3	1	0	-6	0.5	7	7
Cc1ccc(C2C(C(=O)c3sc(C)nc3C)=C(O)C(=O)N2CCN2CCOCC2)o1 (centres undefined)	0.2	7	-5	2	2	-2	4.5	5	-23
C=CCn1c(Cc2ccc(OC)cc2)nnc1SCC(N)=O	-0.1	1	-1	-2	-2	-1	-0.1	2	-8
CC1Cc2cc(/C(O)=C3/C(=O)C(=O)N(Cc4ccncc4)C3c3ccc(N(C)C)cc3)ccc2O1 (centres undefined)	0.2	-8	-4	3	3	-5	2.9	7	-6
COc1ccc(N2CCN(CC(=O)N3CCC(C)CC3)CC2)cc1	-0.1	-7	-3	-2	2	-7	-0.6	4	-4
O=C(O)c1ccccc1C(=O)N1CCc2c([nH]c3ccccc23)C1C(F)(F)F (centres undefined)	0.4	-2	7	2	1	0	0.8	9	-10
